# Source: PubChem (National Center for Advancing Translational Sciences (NCATS))
# Abeta rescue = compounds reversing amyloid beta toxicity in yeast; yeast expressing A-beta42, growth rescue, OD600, 48 h; response scale: 0% DMSO, 100% iron-clioquinol control; Potency, µM (top dose mostly 46.1 µM), inactives show at the top dose growth rescue, actives largely listed as activators; hit rate 0.063% among 410,000; AID 1347071; also: nearly all actives have a fitted effect of over 55% in size
#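 Growth rescue measured by 600 nm absorbance after 48 h yeast culture at 30 C with compound. Values normalized between DMSO and an equimolar ferric chloride plus clioquinol control.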
# FUS yeast rescue = FUS proteinopathy suppression in yeast; Potency, µM (highest dose often 76.6 µM), inactives show top-dose growth rescue (activation), hits mostly activators; hit rate 0.24% among 390,000; S. cerevisiae FUS-expressing, growth rescue, OD600, 24 h; AID 1347120;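 also: plate controls were DMSO vehicle for no effect and reference control for full effect; nearly all actives have a fitted effect of over 55% in size; some results filed as inactive show a strong effect at the top dose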
#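 Cultures pregrown in 2.5% raffinose medium are shifted to minimal medium containing 2% galactose to express toxic FUS. Compounds are tested at several concentrations. After 24hr at 30C, growth is quantified at 600 nm absorbance.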
# * = called active by the depositor; ? = inconclusive. Calls follow the shape of the dose curve; as a rule, active = well fitted activation curve with a large enough effect; inconclusive = small, poorly fitted or top-dose-only effect; inactive = no such curve, though single readings can be large or run the other way. Potency is read from the fitted curve at half-maximal effect.
SMILES,Abeta rescue,FUS yeast rescue
O=C(c1ccc(F)cc1F)N1CCC(c2nc(-c3ccc(S(=O)(=O)N4CCCC4)cc3)no2)CC1,-12.6%,12.7%
O=C(OCc1cc(=O)n2nc(-c3cccs3)sc2n1)c1ccccc1Cl,-11.4%,12.6%
COc1ccccc1CNC(=O)c1cnc2sc(N3CCCCC3)nn2c1=O,-8.9%,6.2%
CC(=O)N1c2ccc(S(=O)(=O)N3CCCCCC3)cc2CC1C(=O)NCc1ccccc1 (stereo not drawn),-9.1%,-5.6%
CCOC(=O)c1cccc(NC(=O)CC2C(=O)N(c3ccc(C)cc3)C(=O)N2Cc2cccc(OC)c2)c1 (stereo not drawn),-16.6%,3.6%
CCOC(=O)C1CCCN(C(=O)Cn2ncc3c4ccccc4n(Cc4ccccc4)c3c2=O)C1 (stereo not drawn),11.0%,?
CC(C)Cn1c(-c2ccc(S(=O)(=O)N3CCOCC3)cc2)csc1=Nc1cc(Cl)ccc1Cl,-10.4%,3.2%
COc1ccccc1CCNC(=O)c1cc2c(=O)n3cccc(C)c3nc2n1C,10.0%,-26.4%
O=C(Nc1ccccc1Br)N1CCC(CN2CCCC2)CC1,-14.5%,-14.5%
CCN1CCN(c2nnc(-n3cccc3C(=O)Nc3cccc(OC)c3)s2)CC1,-13.5%,4.3%
COC(=O)c1cc(OC)c(OC)c(OC)c1NC(=O)c1cc(=O)n(C)c(=O)n1C,-11.0%,-5.2%
Cc1cc(C)cc(NC(=O)c2cnn(-c3ccc(C)c(C)c3)c2C2CCNCC2)c1,-1.7%,-6.2%
CCN(CC)c1nc(-c2ccccc2Cl)c2cc(Br)ccc2n1,3.9%,-15.8%
O=C(NCc1ccccc1)C1CCC(CNS(=O)(=O)c2ccc(Br)s2)CC1 (stereo not drawn),-13.4%,-16.0%
CCn1cc(S(=O)(=O)c2ccccc2)c(=O)c2cc(F)c(F)cc21,3.7%,-18.9%
O=c1c2ccccc2nc2sc(Nc3cccc(C(F)(F)F)c3)nn12,-9.0%,-10.6%
Cc1ccc(NCc2cccn2-c2nnc(N3CCC(C(=O)NCc4ccccc4C)CC3)s2)cc1,?,?
COc1ccc(-c2nc3scc(CCNS(=O)(=O)c4ccc(F)cc4C)n3n2)cc1,6.1%,30.0%
O=C(OCc1ccccc1Cl)c1ccc(-c2nnn(Cc3ccc(F)cc3)n2)cc1,-2.9%,-5.0%
Cc1ccc(NC(=O)c2oc3ccccc3c2NC(=O)c2ccc(F)c(F)c2)cc1,-2.2%,-19.7%
Cc1ccc2c(=O)cc(C(=O)Nc3cccc(Cl)c3C)oc2c1C,-14.2%,1.2%
Cc1cccc(C)c1NC(=O)C1CCCN(S(=O)(=O)c2c(C)noc2/C=C/N(C)C)C1 (stereo not drawn),11.0%,?
CCc1nnc2c3ccccc3nc(Nc3cc(C)cc(C)c3)n12,6.5%,-9.2%
Cc1ccc(C2C(=O)N(C3CCCCCC3)CC(=O)N2C(C)C)cc1 (stereo not drawn),-19.2%,13.4%
Cc1cccc(-n2ncc3c(Nc4ccc(Oc5ccc(Cl)cc5)cc4)ncnc32)c1,5.8%,-28.7%
SMILES,Abeta rescue,FUS yeast rescue
CCc1ccccc1-n1cnc2cc(C(=O)NC3CCCCCC3)ccc21,1.1%,?
CC(C)(C)OC(=O)N1CCC(c2c(C(=O)NCc3ccc4c(c3)OCO4)cnn2-c2ccc(F)cc2F)CC1,-2.1%,?
COc1ccc(CNC(=O)c2cnc(N3CCOCC3)c3ccccc23)cc1,3.5%,8.6%
CC(C)CC(NS(=O)(=O)c1ccc2c(c1)oc(=O)n2C)C(=O)NCc1ccccc1Cl (stereo not drawn),-9.9%,-9.0%
CCOC(=O)c1ccc(CN(Cc2ccc(Br)cc2)S(=O)(=O)c2cccc(C(F)(F)F)c2)cc1,-12.1%,-8.9%
Cn1c(=O)n(C)c2cc(N3CCOCC3)c(NC(=O)c3ccccc3Br)cc21,-21.2%,21.3%
COc1ccc(S(=O)(=O)NCC(c2ccc(N(C)C)cc2)N2CCc3ccccc32)cc1 (stereo not drawn),-21.0%,2.5%
CCN(CC)C(=O)Cn1c(=O)n(CCc2ccccc2)c(=O)c2ccccc21,-6.0%,-19.1%
CCOC(=O)c1oc2ccc(S(=O)(=O)n3nc(-c4ccc(Br)cc4)cc3N)cc2c1C,-6.8%,-2.1%
Cc1ccccc1-c1nc(CS(=O)(=O)CC(=O)Nc2cc(Cl)cc(Cl)c2)c(C)o1,-18.5%,18.0%
CCOC(=O)N1CCN(C(=O)c2ccc3c(c2)N(Cc2ccccc2F)C(=O)c2ccccc2S3(=O)=O)CC1,-7.5%,-3.1%
COc1ccc2c(c1)-c1nc(NC(=O)c3ccc(C)cc3)sc1CC2,-5.7%,6.2%
CCCS(=O)(=O)Nc1cc(-c2cn3ccc(C)cc3n2)ccc1C,-9.4%,3.9%
CC1CCN(S(=O)(=O)c2ccc3c(c2)CCN3C(=O)Nc2cccc(Br)c2)CC1,-10.1%,-6.0%
O=C(Nc1ccc(Br)cc1)c1cc(S(=O)(=O)N2CCc3ccccc32)ccc1F,-8.7%,18.4%
O=C(NCCc1nc2ccccc2n1Cc1ccccc1)c1ccco1,-13.6%,-17.4%
Cn1c(=O)n(C)c2cc(NS(=O)(=O)c3ccc(Cl)cc3)c(NCc3ccccc3)cc21,-8.7%,-0.3%
CCOC(=O)c1cccc(NC(=O)C2CCN(S(=O)(=O)c3c(C)noc3/C=C/c3ccc(C)cc3)CC2)c1,-8.8%,31.0%
CCOc1ccc(NC(=O)c2ccc(-c3cccc(Cl)c3C)o2)cc1,-5.5%,-1.1%
Cc1ccc(CNC(=O)c2ccc3c(c2)N(Cc2ccccc2)C(=O)c2ccccc2S3(=O)=O)cc1,-2.2%,?
O=C(CC1N=C2c3ccccc3N=C(SCc3cccc(F)c3)N2C1=O)NCc1cccs1 (stereo not drawn),7.0%,29.6%
CCOC(=O)COc1ccc([N+](=O)[O-])cc1-c1ccnc2cc(-c3ccc(Cl)cc3)nn12,-13.2%,4.0%
CCOc1ccc(C(=O)Nc2nc(-c3ccc(Br)cc3)ns2)cc1,-4.7%,-12.7%
Cc1cc(=O)c2cc(C(=O)Nc3cccc(C)c3C)ccc2[nH]1,-23.2%,-17.7%
CCOc1ccc(C2C(C(=O)Nc3ccccc3OC)=C(C)Nc3c(C(=O)Nc4cccc(C)c4)cnn32)cc1 (stereo not drawn),-2.3%,17.2%
SMILES,Abeta rescue,FUS yeast rescue
O=C(Cn1cc(S(=O)(=O)c2ccc(F)cc2)c(=O)c2cc3c(cc21)OCO3)Nc1ccccc1,-0.6%,-14.2%
CCOc1ccc(CCNC(=O)CCCn2c(=O)c3cccn3c3cccnc32)cc1,-16.7%,-4.8%
COc1ccc(NC(=O)c2oc3ccc(S(=O)(=O)N4CCC5(CC4)OCCO5)cc3c2C)cc1Cl,-6.9%,28.4%
Cc1noc(-c2ccccc2OCC(=O)Nc2cccc([N+](=O)[O-])c2)n1,-16.6%,19.9%
Cc1cc(C)c2c(CC(=O)N3CCN(c4cccc(Cl)c4)CC3)coc2c1,?,?
COc1cc(NS(=O)(=O)c2ccc(NC(=O)c3ccc(OC)c(Br)c3)cc2)nc(OC)n1,4.3%,10.5%
Cc1ccc(-n2c(=O)c3c(cnn3C)n(CC(=O)Nc3c(C)cccc3C)c2=O)cc1,-12.0%,3.2%
CCOc1ccc(NC(=O)CSc2nnc3scc(-c4ccc(Cl)cc4)n23)cc1,5.8%,-0.6%
CC(C)(C)CC(C)(C)c1ccc(OCC(=O)Nc2ccc(S(=O)(=O)Nc3ncccn3)cc2)cc1,-9.0%,-1.5%
CCc1cnc2c(c1SCC(=O)c1ccc(Cl)cc1)c(=O)n(C)c(=O)n2C,-37.0%,5.5%
COC(=O)c1ccccc1NC(=O)c1c(C)oc2ncn(C)c(=O)c12,-5.5%,-10.1%
CCOC(=O)c1c(C)[nH]c(CCC(=O)NCCCN2CCN(c3ccccc3F)CC2)c1C,-3.3%,10.7%
COc1ccc(-c2cnc(C)o2)cc1S(=O)(=O)Nc1c(C)cc(C)cc1C,-10.0%,30.0%
COc1cccc(OC)c1C(=O)Nc1ccc2c(c1)N(C(C)=O)CCC2,-6.8%,4.3%
CCOc1ccc(NC(=O)N(C)CCc2c(C)nn(C)c2C)cc1,-12.7%,1.8%
CCOC(=O)c1cc(NC(=O)c2ccc(Cl)cc2)c(=O)n2c1oc1ccccc12,0.4%,1.9%
O=C(Nc1cc2ccc(O)cc2oc1=O)c1ccc(F)cc1,-11.8%,13.2%
Cc1ccc(CNC(=O)CC(C)CC2=NS(=O)(=O)c3ccccc3N2)cc1 (stereo not drawn),-10.4%,-21.3%
CC(C)c1ccc(OCC(=O)Nc2c(Cl)ccc3nsnc23)cc1,-24.1%,-9.8%
CCN(CC)CCCNC(=O)c1cc(-c2ccc(OC)c(OC)c2)on1,-12.6%,-24.2%
O=C(Nc1cccc(Br)c1)Nc1nc2c(s1)CCCCCC2,-5.3%,-3.6%
CCOc1ccc(C2C(C(=O)Nc3ccccc3)=C(C)Nc3nc(-c4ccccc4Cl)nn32)cc1OC (stereo not drawn),0.6%,31.6µM*
COc1ccc(N2CCN(c3ncnc4c3nc3n4CCCCC3)CC2)cc1,-16.4%,8.6%
Clc1ccc(-c2noc(-c3cccnc3NCc3ccco3)n2)cc1,-13.6%,-4.4%
Cc1nc(CC(=O)Nc2ccc(C(N)=O)cc2)cs1,-6.3%,1.0%
SMILES,Abeta rescue,FUS yeast rescue
O=C1c2oc3ccccc3c(=O)c2C(c2cccc(O)c2)N1c1nncs1 (stereo not drawn),-6.4%,15.6%
Cc1c(Cl)cccc1-c1ccc(C(=O)Nc2ccc3oc(-c4cccnc4)nc3c2)o1,-1.7%,-13.6%
O=C(CCn1cccn1)Nc1ccc(Br)cc1F,-2.2%,-2.9%
COc1cccc(C(=O)Nc2nnc(S(=O)(=O)N3CCCc4ccccc43)s2)c1,1.1%,-10.8%
COC(=O)c1scc(-c2ccc(C)cc2)c1S(=O)(=O)Nc1ccc(N(C)C)cc1,-16.5%,?
CCCN1C(=O)C(O)(CC(=O)c2ccc(C(C)C)cc2)c2ccccc21 (stereo not drawn),?,15.1%

# Molecules shown so far that contain fluorine, in the order listed:
SMILES,Abeta rescue,FUS yeast rescue
O=C(c1ccc(F)cc1F)N1CCC(c2nc(-c3ccc(S(=O)(=O)N4CCCC4)cc3)no2)CC1,-12.6%,12.7%
CCn1cc(S(=O)(=O)c2ccccc2)c(=O)c2cc(F)c(F)cc21,3.7%,-18.9%
O=c1c2ccccc2nc2sc(Nc3cccc(C(F)(F)F)c3)nn12,-9.0%,-10.6%
COc1ccc(-c2nc3scc(CCNS(=O)(=O)c4ccc(F)cc4C)n3n2)cc1,6.1%,30.0%
O=C(OCc1ccccc1Cl)c1ccc(-c2nnn(Cc3ccc(F)cc3)n2)cc1,-2.9%,-5.0%
Cc1ccc(NC(=O)c2oc3ccccc3c2NC(=O)c2ccc(F)c(F)c2)cc1,-2.2%,-19.7%
CC(C)(C)OC(=O)N1CCC(c2c(C(=O)NCc3ccc4c(c3)OCO4)cnn2-c2ccc(F)cc2F)CC1,-2.1%,?
CCOC(=O)c1ccc(CN(Cc2ccc(Br)cc2)S(=O)(=O)c2cccc(C(F)(F)F)c2)cc1,-12.1%,-8.9%
CCOC(=O)N1CCN(C(=O)c2ccc3c(c2)N(Cc2ccccc2F)C(=O)c2ccccc2S3(=O)=O)CC1,-7.5%,-3.1%
O=C(Nc1ccc(Br)cc1)c1cc(S(=O)(=O)N2CCc3ccccc32)ccc1F,-8.7%,18.4%
O=C(CC1N=C2c3ccccc3N=C(SCc3cccc(F)c3)N2C1=O)NCc1cccs1 (stereo not drawn),7.0%,29.6%
O=C(Cn1cc(S(=O)(=O)c2ccc(F)cc2)c(=O)c2cc3c(cc21)OCO3)Nc1ccccc1,-0.6%,-14.2%
CCOC(=O)c1c(C)[nH]c(CCC(=O)NCCCN2CCN(c3ccccc3F)CC2)c1C,-3.3%,10.7%
O=C(Nc1cc2ccc(O)cc2oc1=O)c1ccc(F)cc1,-11.8%,13.2%
O=C(CCn1cccn1)Nc1ccc(Br)cc1F,-2.2%,-2.9%

# These rows are one share of the data. The share of hits here may be higher or lower than overall.
